STEP block: STEP (human) phosphatase inhibition; inhibition, % at 20 µM; AID 588621; 360,000 compounds, 0.25% hits; recombinant STEP, OMFP fluorogenic substrate, fluorescence;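 active means inhibition at 20 µM, scaled per plate between control wells, above about 37%, limit read from the data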;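 further: 0% = DMSO with enzyme and substrate and 100% = substrate only without enzyme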
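Material: STEP (striatal-enriched tyrosine phosphatase) enzyme, cell-free; Compound dosing: 20 µM single dose in 1% DMSO; Technique: fluorescence read at 480 nm ex / 540 nm em; Times: reaction 20 min, ambient temperature; Medium: 50 mM Bis-Tris pH 6.0 with 2.5 mM DTT and 0.005% Tween 20; Also added: OMFP at 25 µM.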
DNMT1 block: inhibitors of human DNMT1; inhibition (reported as % activation of signal), % at 10 µM; DNMT1 molecular beacon, Hinp1I cleavage, fluorescence; 360,000 compounds, 0.83% hits; P26358; in the data active means inhibition above about 50%
Target sequence (P26358 504-1616 limits assumed): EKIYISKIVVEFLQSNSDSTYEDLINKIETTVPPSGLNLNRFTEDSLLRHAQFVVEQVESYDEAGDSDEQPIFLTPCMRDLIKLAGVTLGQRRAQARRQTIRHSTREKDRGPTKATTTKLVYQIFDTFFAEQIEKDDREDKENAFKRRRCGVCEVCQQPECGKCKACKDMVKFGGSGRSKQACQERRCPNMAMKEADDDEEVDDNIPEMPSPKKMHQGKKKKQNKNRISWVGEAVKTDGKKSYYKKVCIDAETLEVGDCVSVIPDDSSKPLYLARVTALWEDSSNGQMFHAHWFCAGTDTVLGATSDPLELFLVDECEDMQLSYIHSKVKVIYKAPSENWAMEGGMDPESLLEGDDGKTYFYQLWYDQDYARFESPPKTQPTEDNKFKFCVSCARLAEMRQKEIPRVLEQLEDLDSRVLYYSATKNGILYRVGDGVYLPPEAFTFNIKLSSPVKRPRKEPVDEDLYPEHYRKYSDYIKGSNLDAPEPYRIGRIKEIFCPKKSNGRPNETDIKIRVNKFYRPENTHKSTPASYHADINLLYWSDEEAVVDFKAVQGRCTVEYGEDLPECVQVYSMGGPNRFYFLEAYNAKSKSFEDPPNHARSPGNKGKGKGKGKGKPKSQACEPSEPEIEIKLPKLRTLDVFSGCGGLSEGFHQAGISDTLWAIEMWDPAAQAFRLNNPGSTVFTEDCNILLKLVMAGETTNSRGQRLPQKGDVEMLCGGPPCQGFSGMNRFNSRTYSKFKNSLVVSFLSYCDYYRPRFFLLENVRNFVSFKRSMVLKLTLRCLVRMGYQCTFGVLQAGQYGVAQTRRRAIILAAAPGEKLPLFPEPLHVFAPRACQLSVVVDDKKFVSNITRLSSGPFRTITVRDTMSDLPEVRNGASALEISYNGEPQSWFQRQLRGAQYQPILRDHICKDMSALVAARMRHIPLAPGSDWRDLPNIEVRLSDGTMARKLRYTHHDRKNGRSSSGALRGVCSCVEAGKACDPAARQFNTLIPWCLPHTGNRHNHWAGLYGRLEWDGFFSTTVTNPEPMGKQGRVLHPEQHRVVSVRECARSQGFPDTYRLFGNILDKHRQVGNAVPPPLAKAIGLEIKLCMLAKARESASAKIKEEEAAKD
Scp-1 inhibitor: Scp-1 (human) phosphatase inhibition; Recombinant Scp1, phosphopeptide, malachite green phosphate absorbance; inhibition, % at 20 µM; AID 493091; Q9GZU7; 340,000 compounds, 0.88% hits;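 active means inhibition above about 50% at 20 µM, limit read from the data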;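 further: plate controls were DMSO wells with enzyme for no effect and wells lacking enzyme for full effect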
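System: SCP-1 catalytic domain; Reagent: Phospho 17-mer peptide substrate; Doses: one concentration, 20 µM, with 1.0% DMSO; Incubation: 45 min room-temperature reaction, 5 min colour, 30 min stabiliser; Signal: Phosphate-binding colour reagent, absorbance read at 630 nm.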
SUMO1-SIM PPI: alters human SUMO1 binding to SIM partners; inhibition, % at 20 µM; SUMO1 binding to a labelled peptide, TR-FRET, 1 h; 360,000 compounds, 0.33% hits; P63165; AID 602429; in the data active means inhibition above about 37%
Rpn11 inh: blocks the human proteasome subunit Rpn11. O00487. human 26S proteasome, Ub4-pepOG fluorescence polarization; 20S core pre-blocked with epoxomicin. calls only at 20 µM. 360,000 compounds, 0.59% hits. AID 588493;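 active means inhibition at 20 µM, scaled to each plate's controls, above about 33%, limit read from the data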
MsrA inhibitor: inhibits bovine methionine sulfoxide reductase A; purified bovine MsrA, absorbance read-out; inhibition, % at 15.5 µM; 360,000 compounds, 0.75% hits; AID 651718; in the data active means inhibition above about 4.5%;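 further: 0% = vehicle wells with enzyme and 100% = reference inhibitor wells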
TbMetRS inhib: blocks T. brucei methionyl-tRNA synthetase activity; purified T. brucei MetRS, ATP depletion, Kinase-Glo luminescence; inhibition, % at 11.9 µM; 360,000 compounds, 0.4% hits;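 active means inhibition above a per-plate cutoff of the control wells' mean inhibition plus 3 SD, cut at about 5.5% in these data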;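 further: 0% = DMSO wells median and 100% = median of wells with control inhibitor compound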
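technique = Kinase-Glo luminescence, ATP depletion format | system = purified MetRS (methionyl-tRNA synthetase) enzyme from Trypanosoma brucei | timing = 15 min preincubation, 2 h reaction, all 25 °C | evaluation = percent inhibition versus plate control medians | dosing = single dose, 11.9 µM final nominal, 0.9% final DMSO | also added = substrates ATP, L-methionine and bulk Escherichia coli tRNA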
NadD inh: NadD (S. aureus) enzyme inhibition | purified NadD enzyme, colorimetric absorbance read-out | inhibition, % at 20 µM | 360,000 compounds, 0.78% hits | AID 602399; in the data active means inhibition above about 26%; further: some compounds past the cut are filed as inactive
LMPTP inh: blocks human LMPTP phosphatase; inhibition, % at 20 µM; 360,000 compounds, 0.22% hits; P24666; recombinant LMPTP-A, OMFP fluorogenic substrate, fluorescence intensity;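 active means compounds that cut the enzyme signal by at least half of the control window in the single-dose screen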;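 further: plate controls were DMSO wells with enzyme plus substrate for no effect and substrate without enzyme for full effect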
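Buffer or medium: Bis-Tris pH 6.0, DTT, detergent; Assay system: LMPTP-A enzyme; Quantity: 0.625 nM enzyme; Detection: endpoint fluorescence intensity; Times: 50 min dark incubation at room temperature; Controls: substrate-only low control, DMSO enzyme-plus-substrate high control; Doses: single 20 µM dose; Read-out: percent inhibition versus substrate-only and uninhibited controls; Reagent: 400 µM OMFP.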
CSN deneddyl inh: inhibitors of human CSN-mediated cullin deneddylation; inhibition, % at 12.5 µM; 360,000 compounds, 0.38% hits; AID 651999; Q92905; Purified CSN, SCF-Nedd8-OG deneddylation, fluorescence polarization;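 active means pattern-corrected inhibition above about 35%, with an unprinted fluorescence ratio check between 0.5 and 1.5, limit read from the data, passing the limit was not always enough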;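 further: 0% = enzyme with substrate and 100% = substrate without enzyme; some results filed as inactive read as strong as hits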
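test system = HEK293T-derived human Csn5 enzyme | amount = 0.24 nM Csn5 enzyme, final concentration | medium = Tris/NaCl/DTT buffer, pH 7.5 | schedule = 90 min reaction at room temperature | signal = FP | evaluation = inhibition of Csn5 cleavage, % | compound dosing = single dose of 12.5 µM compound with 0.25% DMSO | probe or stimulus = 10 nM SCFSkp2-Nedd8OG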
Numbers without * were called inactive; i = inactive; . = not tested or not shown; + = active, no number. Random draw from the library. About 3.9% of those tested had a hit in this group.

entry	STEP block	DNMT1 block	Scp-1 inhibitor	SUMO1-SIM PPI	Rpn11 inh	MsrA inhibitor	TbMetRS inhib	NadD inh	LMPTP inh	CSN deneddyl inh	structure
1	0	-1	-7	0	i	-0.9	-0.6	-5	-0.8	3	Cn1c(SCC(=O)c2ccccc2)nnc1-c1ccco1
2	6	-3	6	4	i	0.6	1.2	1	0.2	2	CCCc1cc(C(=O)N2CCCC(C(=O)c3cc(C)c(OC)c(C)c3)C2)n(C)n1 (centres undefined)
3	6	9	-1	-18	i	0.0	-0.1	7	2.9	2	CN1CCc2nc(SCc3ccc(C(C)(C)C)cc3)c(C#N)cc2C1
4	-1	0	-10	5	i	2.0	-0.8	11	1.2	7	Cc1ccc(C(C)(C)C)cc1S(=O)(=O)Nc1nc2ccccc2nc1Cl
5	3	6	-3	-6	i	-0.5	-0.3	4	0.6	1	COc1ccc(N2CCN(Cc3cc(=O)oc4cc(C)c(Cl)cc34)CC2)cc1
6	-1	3	-5	-2	i	-0.3	0.9	3	-1.9	-4	Cc1ccccc1C(=O)NC(=S)NCCN1CCOCC1
7	1	3	-18	2	i	0.6	0.1	-12	1.1	0	COc1ccc(OC)c(N(CC(=O)Nc2ccccc2F)S(=O)(=O)c2ccccc2)c1
8	6	0	-2	-4	i	1.7	-0.1	-7	-0.9	-1	COc1ccc(OC)c(C2N(c3cc(C)on3)C(=O)C3CCCN32)c1 (centres undefined)
9	0	37	.	-2	i	-0.9	-1.0	6	-1.6	-1	C[C@@H]1CN([C@@H](C)CO)C(=O)c2cc(Br)cnc2O[C@@H]1CN(C)C(=O)Nc1ccc(F)cc1
10	1	-2	-2	-2	i	0.3	0.1	-9	2.0	0	Cc1ccc(C)c(NC(=O)c2ccc3ccccc3n2)c1
11	-3	4	-8	-2	i	-1.2	0.2	2	-0.2	2	O=C(OCC1CC(c2ccccc2)=NO1)c1ccc(Br)cc1 (centres undefined)
12	-1	-3	4	3	i	0.6	-0.6	-9	0.0	0	COc1ccc(Cl)cc1NC(=O)CSc1nc(=O)n(CCN(C)C)c2c1CCCC2
13	-2	2	-9	-2	i	0.4	-0.2	-2	1.0	1	CCc1cccc(NC(=O)c2cccc3c2C(=O)N(CC2CCCO2)C3)c1 (centres undefined)
14	2	2	-3	6	i	3.4	0.2	-8	-0.3	0	O=C(Nc1ccc(Br)cc1)c1cccnc1N1CCOCC1
15	-1	2	-3	-1	i	-0.3	-0.3	4	0.8	-3	O=C1c2cccc([N+](=O)[O-])c2C(=O)N1c1c[nH]c(=O)[nH]c1=O

Arranged by the number under TbMetRS inhib (ascending): some entries from above
entry	STEP block	DNMT1 block	Scp-1 inhibitor	SUMO1-SIM PPI	Rpn11 inh	MsrA inhibitor	TbMetRS inhib	NadD inh	LMPTP inh	CSN deneddyl inh	structure
5	3	6	-3	-6	i	-0.5	-0.3	4	0.6	1	COc1ccc(N2CCN(Cc3cc(=O)oc4cc(C)c(Cl)cc34)CC2)cc1
10	1	-2	-2	-2	i	0.3	0.1	-9	2.0	0	Cc1ccc(C)c(NC(=O)c2ccc3ccccc3n2)c1
14	2	2	-3	6	i	3.4	0.2	-8	-0.3	0	O=C(Nc1ccc(Br)cc1)c1cccnc1N1CCOCC1

Continued.
entry	STEP block	DNMT1 block	Scp-1 inhibitor	SUMO1-SIM PPI	Rpn11 inh	MsrA inhibitor	TbMetRS inhib	NadD inh	LMPTP inh	CSN deneddyl inh	structure
16	1	-10	3	2	i	0.7	-0.6	-11	0.0	-4	COCCCNc1nc(N)c([N+](=O)[O-])c(Nc2cc(OC)ccc2OC)n1
17	-3	0	-13	4	i	0.7	-0.1	-8	-0.3	-1	COc1cccc(NC(=O)c2ccccc2N(Cc2ccccc2)S(C)(=O)=O)c1
18	1	0	-7	-1	i	0.0	0.2	-8	0.1	1	CC1CN(C(=S)Nc2ccc(SC(F)F)cc2)CC(C)O1 (centres undefined)
19	2	-3	-10	-9	i	-0.6	-0.2	1	1.0	10	COCCCNC(=S)NCCNc1nc2c(C)c(C)ccc2cc1C#N
20	1	-1	-4	9	i	1.0	0.9	5	1.5	5	Cc1cc(O)c(Oc2cc(C)cc(O)c2O)c(O)c1
21	.	.	.	-1	.	-0.2	-1.7	2	0.1	2	COCCCNC(=O)C[C@@H]1C[C@@]2(C(=O)OC)CCCCC=C2N(Cc2ccccc2)C1=O
22	0	2	-5	2	i	0.0	-0.6	-3	2.6	2	COCCCNC(=O)c1cc2c(-c3cccc(OC)c3)nn(C)c2s1
23	0	30	3	-1	i	-0.4	0.3	8	1.2	-1	Cc1ccnc(NC(=O)c2cc3c(=O)oc4ccc(C)cc4c3s2)c1
24	1	0	-8	4	i	-0.9	-0.4	7	0.1	1	CC1CCN(c2ccccc2NC(=O)c2ccc([N+](=O)[O-])o2)CC1
25	-1	-3	-13	-2	i	-0.7	-0.2	-2	0.2	2	COc1ccc(C(=O)Oc2ccc(/C=N/O)cc2)cc1
26	-1	-5	-4	-1	i	-0.1	-0.3	-7	1.0	3	Fc1cccc(Cn2ccc(-c3ccc4c(c3)OCO4)n2)c1
27	-3	1	-10	-3	i	0.8	0.7	-1	0.8	-14	N#CC1(C#N)C(C(N)=O)C1c1ccccc1 (centres undefined)
28	-2	4	-5	-34	i	0.4	-0.2	-5	-0.9	9	O=C(NN1CCOCC1)c1cc(-c2ccc(Br)s2)nc2ccccc12
29	13	0	-8	-22	+	0.0	0.4	4	22	11	O=C(CCCN1C(=O)/C(=C/c2ccc3c(c2)OCO3)SC1=S)Nc1ccc(C(=O)O)cc1
30	-2	0	-2	-1	i	0.5	0.2	-1	-0.1	-1	Cc1ccc(C)c(NC(=O)CN(C)C(=O)c2ccc(S(=O)(=O)N(C)c3ccccc3)cc2)c1
31	1	0	-1	1	i	-0.6	-0.3	-3	0.0	8	C=CCSc1n[nH]c(-c2cccs2)n1
32	0	3	-1	-2	i	-1.2	-0.4	6	-0.6	-2	CCOc1ccccc1N1CCN(C(=O)CNC(=O)c2ccc(OC)c(OC)c2)CC1
33	0	-3	6	2	i	0.1	-0.1	-10	-1.5	1	Cc1cc(NC(=O)C(C)C)ncc1NC(=O)c1cccc(F)c1
34	1	-4	-6	7	i	-1.1	-0.3	-2	1.4	-2	CCCn1c(C(C)Nc2nc(C)cs2)nc2cc(Cl)c(Cl)cc21 (centres undefined)
35	-5	-1	-7	-4	i	0.1	0.1	4	-0.5	-5	CCOc1ccccc1CN1CCN(CCCn2cccn2)CC1CCO (centres undefined)
36	-1	-1	4	-19	i	3.4	-1.1	0	-1.1	4	COC(=O)N/N=C\C=C\c1ccc2c(c1)OCO2
37	2	3	-4	-11	i	3.7	-0.1	0	-1.4	-16	COc1cc(/C=N/NC(=O)c2ccc(=O)[nH]n2)ccc1O
38	-165	-15	-10	-27	i	0.4	1.0	1	0.9	0	COc1cccc(NC(=O)/C=C/c2ccc([N+](=O)[O-])cc2)c1
39	2	6	-6	4	i	-1.1	-0.3	3	-1.5	2	Cc1ccc(-n2ncc3c(=O)n(CC(=O)N4CCN(c5ccccc5)CC4)cnc32)cc1
40	0	2	0	-1	i	-0.1	-1.6	-5	-0.6	-1	CCCn1nnnc1NCc1cccc(Cl)c1
41	-3	-13	.	3	i	-0.6	-0.3	-1	1.9	-2	CCc1nc2ccc(C(=O)NCc3ccc4c(c3)OCO4)cn2c1N(C)CCC(C)C
42	-4	-15	.	3	i	0.1	-1.3	3	2.3	5	COC(=O)c1ccc2nc(-c3ccc(OC)c(OC)c3)c(Cc3ccsc3)n2c1
43	-3	-2	0	2	i	0.5	-0.1	-1	-0.5	1	Cc1ccc(C)c2[nH]c(=O)c(CCNC(=O)c3ccc(Br)o3)cc12
44	2	0	1	1	i	2.4	-0.5	-4	-0.1	-6	O=C(OCc1nnc(-c2ccccc2)o1)C1CCN(C(=O)c2ccc(Cl)cc2)CC1
45	0	-5	-6	2	i	-0.9	-0.4	-4	-0.5	2	Cc1[nH]c2ccccc2c1C(=O)COC(=O)c1ccc[n+]([O-])c1
46	9	-4	-9	-2	i	1.0	-0.1	24	2.5	5	COc1ccccc1-c1nn2c(C3COc4ccccc4O3)nnc2s1 (centres undefined)
47	-4	1	0	-2	i	2.0	-0.8	-2	-0.8	2	CC(C)(C)c1ccc(OCC(=O)N2CCN(C=O)CC2)cc1
48	0	-1	-2	-1	i	-0.4	-0.7	1	-0.2	1	COc1ccccc1N1CCN(S(=O)(=O)c2cccc(F)c2)CC1
49	2	0	-4	-33	i	-0.8	0.2	2	-7.8	5	CN(C)CCNC(=O)c1onc(CSc2nc3ccccc3[nH]2)c1C(=O)NCCN(C)C
50	-1	-6	-3	-8	i	1.5	-0.5	-1	0.2	2	CCOC(=O)C1=C(C)NC2=C(C(=O)CCC2)C1c1ccc(N(C)C)cc1 (centres undefined)
51	-1	5	-2	-3	i	-0.4	-1.1	-8	-1.5	-1	CC1CCCCN1C(=O)CSc1nnc(-c2cccs2)o1 (centres undefined)
52	-1	2	-5	-3	i	-0.1	-0.4	3	-0.9	2	Cc1cccc(NC(=O)c2ccccc2C(=O)O)c1
53	-2	-3	-14	4	i	0.3	-0.2	-8	1.6	-4	O=C1CC(Sc2ccc(Cl)cc2)C(=O)N1c1ccc2c(c1)OCCO2 (centres undefined)
54	-1	-17	.	4	i	-0.6	-0.3	0	1.2	-5	N#Cc1ccc(Nc2nc(-c3ccccc3)cs2)cc1
55	-3	0	0	0	i	-0.1	-0.1	-1	-1.3	-1	Cc1cc(/C=N\O)c(C)n1-c1ccncc1
56	3	-1	-9	3	i	0.8	0.3	-4	0.3	-3	CSc1ccccc1NC(=O)CN(C)S(=O)(=O)c1ccc(F)cc1
57	-4	-1	4	-4	i	1.5	4.2	-9	-0.7	2	CN(C)Cc1ccc(CNC(=O)COc2ccc3ccccc3c2)cc1
58	-1	0	11	5	i	0.3	-0.9	-4	-0.4	5	COc1cc(/C=C/C(=O)O)cc(S(=O)(=O)N(C)CCO)c1OC
59	-3	4	4	-9	i	.	-0.3	21	2.0	5	Cn1c2ccccc2c(=O)c2cc(C#Cc3cccc(N)c3)ccc21
60	-1	8	-14	-27	.	1.7	-0.2	-1	1.0	14	O=C(O)c1cccc2c1C(=O)c1ccc(N3CCCCC3)cc1S2(=O)=O
61	-3	2	-4	0	i	-1.1	-1.7	-7	-0.2	3	CCCN(C#N)c1nc(NCC)nc(NC(C)C)n1

Assay outcomes as filed in PubChem BioAssay.
